# Mito fusion yeast: inhibitors of mitochondrial division or activators of mitochondrial fusion; S. cerevisiae fusion-defective mutant growth rescue, CellTiterGlo 48 h; Potency, µM (titrated, usually from 46.1 µM), for the others: top-dose growth rescue (activation), actives largely listed as activators; 0.23% of 320,000 active;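 further: potency means the concentration at half of the fitted maximal effect; % of control where 0% means no effect; nearly all actives have a fitted effect of over 45% in size; temperature-sensitive fusion mutants such as fzo1-1 at 37 °C on non-fermentable ethanol glycerol medium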
#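 Compounds are tested for their ability to restore growth of mitochondrial fusion-defective yeast strains at non-permissive 37C in YPEG medium over 48 hours. Viability is quantified by luciferase luminescence.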
# RORgamma inh: ROR gamma (mouse) transcription inhibition. Potency, µM (highest dose often 53.6 µM), inactives show at the highest dose activity change, negative = inhibition, hits mostly inhibitors. Drosophila S2 Gal4-RORgamma UAS-luciferase reporter, 20 h. 5.4% of 310,000 active; further: potency means the concentration at half of the fitted maximal effect; on the % scale 0 is the no-effect control and ±100 the full control effect; nearly all actives have a fitted effect of over 60% in size
#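 Stably transfected Drosophila Schneider cells are the test system, with ROR gamma fused to Gal4 and luciferase under UAS control; luminescence is read after 20 hr of 700 uM copper sulfate induction at ambient temperature.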
# KCNH2 3.1 block: inhibitors of human KCNH2 3.1 potassium channel isoform; U2OS KCNH2 3.1, thallium flux FluxOr; hits give low values; activity change, % (tested at about 1.8 µM); 0.95% of 340,000 active; AID 720553;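 active means maximum activity change below -70%; inconclusive means maximum activity change from -70% to -50%; inactive means maximum activity change above -50%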;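 further: thallium influx rate constant from kinetic fluorescence after stimulation buffer; on the % scale 0 is the no-effect control and ±100 the full control effect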
#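 We transduce U2OS cells with the mutant 3.1 virus, culture them overnight, load FluxOr with Red40 quencher for 45 min, then add stimulation buffer and read kinetically for 2 min to derive a normalized rate constant.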
# VP16 counter: counter-screen for ROR gamma inhibitors: Gal4-VP16 reporter; Drosophila S2 Gal4-VP16 UAS-luciferase, luminescence, 20 h; Potency, µM (series often up to 53.6 µM), for inactives: at the top dose activity, negative = inhibition, actives largely listed as inhibitors; 3.5% of 310,000 active;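 further: Gal4-VP16 expression switched on by copper sulfate through the metallothionein promoter; potency means the concentration at half of the fitted maximal effect; on the % scale 0 is the no-effect control and ±100 the full control effect; nearly all actives have a fitted effect of over 50% in size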
# Menin-MLL TR inh: inhibitors of human menin-MLL interaction, mutant MLL peptide; 0.23% of 270,000 active; AID 1768; Potency, µM (series often up to 61.6 µM), inactives show at the top dose FP activity change, negative = inhibition, usual class: inhibitors; O00255; Menin + Texas Red MLL mutant peptide, fluorescence polarization; active means well fitted inhibition curve with a large enough effect in the polarisation, with a control signal flat, not every such curve was filed as active; inconclusive means small, poorly fitted or top-dose-only effect, or effect the other way, or a change in a side signal; inactive means no such curve, though single readings can be large or run the other way; the % refers to the polarisation; further: potency means the concentration at half of the fitted maximal effect; % of control where 0% means no effect; many of its hits are not listed in these tables
# PKM2 act: PKM2 (human) enzyme activation; purified PKM2, Kinase-Glo ATP luminescence, activation; response scale: 0% is enzyme alone, no compound; Potency, µM (series often up to 57.5 µM), inactives show top-dose activation, actives largely listed as activators; 0.34% of 260,000 active; AID 1631; further: potency means the concentration at half of the fitted maximal effect; on the % scale 0 is the no-effect control and ±100 the full control effect; nearly all actives have a fitted effect of over 55% in size
# Target sequence (P14618 whole entry, looked up): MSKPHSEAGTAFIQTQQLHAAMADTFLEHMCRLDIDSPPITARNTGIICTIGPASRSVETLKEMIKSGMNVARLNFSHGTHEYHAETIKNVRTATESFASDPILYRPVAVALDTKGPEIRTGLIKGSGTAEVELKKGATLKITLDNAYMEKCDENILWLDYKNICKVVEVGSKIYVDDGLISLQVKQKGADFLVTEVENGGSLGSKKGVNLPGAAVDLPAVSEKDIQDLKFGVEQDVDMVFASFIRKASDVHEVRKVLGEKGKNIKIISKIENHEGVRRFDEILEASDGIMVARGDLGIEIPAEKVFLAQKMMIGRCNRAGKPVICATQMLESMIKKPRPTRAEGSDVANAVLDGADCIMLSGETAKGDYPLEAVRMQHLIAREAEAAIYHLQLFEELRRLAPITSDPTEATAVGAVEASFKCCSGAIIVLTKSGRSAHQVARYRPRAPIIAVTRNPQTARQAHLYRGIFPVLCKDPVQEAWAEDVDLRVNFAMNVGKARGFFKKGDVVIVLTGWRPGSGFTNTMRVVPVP
#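 Kinase-Glo luminescence reports ATP generated from ADP (0.1 mM) and PEP (0.5 mM) by purified hPK-M2 after 1 h at room temperature, pH 7.2 imidazole buffer; intermediate enzyme activity allows detecting inhibitors and activators.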
# NPC1 prom act: activators of NPC1 promoter | Huh7 NPC1 promoter luciferase reporter, 24 h | Potency, µM (titrated, usually from 9.22 µM), for the others: at the highest dose activation, hits mostly activators | 2.4% of 320,000 active;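 further: potency means the concentration at half of the fitted maximal effect; % of control where 0% means no effect; nearly all actives have a fitted effect of over 60% in size; reporter is driven by a mutant NPC1 promoter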
#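 Luciferase expression driven by the NPC1 promoter was measured in stably transfected Huh7 cells after a 24 h compound incubation, using a luciferase reagent and a luminescence read.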
# Rab9 prom act: activators of Rab9 promoter; Potency, µM (doses to about 9.22 µM), for the others: at the top dose activation, negative = inhibition, usual class: activators; 2.8% of 320,000 active; Huh7 Rab9 promoter-luciferase reporter, luminescence, 24 h; further: potency means the concentration at half of the fitted maximal effect; % of control where 0% means no effect; nearly all actives have a fitted effect of over 60% in size
#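 Measured in stably transfected Huh7 cells bearing a Rab9 promoter–luciferase construct: 24 h compound treatment at 37 °C, followed by luminescence detection.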
# ELG1 repair inh: inhibitors of ELG1-dependent DNA repair in HEK293T cells | 2.3% of 330,000 active | Potency, µM (highest dose often 46.1 µM), without a hit: at the highest dose activity change, negative = inhibition, hits mostly inhibitors | AID 504467 | HEK293T ELG1-luciferase reporter, luminescence, 16 h; DNA damage induced by 5-fluorouridine; further: potency means the concentration at half of the fitted maximal effect; on the % scale 0 is the no-effect control and ±100 the full control effect; nearly all actives have a fitted effect of over 55% in size
#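 Reporter activity after DNA damage by 5-fluorouridine is monitored. Compound-treated cells incubate 16 hr at 37 °C, then ONE-Glo is added for 30 min before luminescence reading.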
# FLuc modulator: firefly luciferase modulation, counter-screen for miR-21 project; purified FLuc, Km substrates, luminescence inhibition; 6.9% of 360,000 active; P08659; Potency, µM (top dose mostly 57.5 µM), for inactives: top-dose activity change, negative = inhibition, actives largely listed as inhibitors;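 further: potency means the concentration at half of the fitted maximal effect; plate controls were vehicle for no effect and reference inhibitor for full effect; nearly all actives have a fitted effect of over 55% in size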
# Target sequence (P08659 whole entry, looked up): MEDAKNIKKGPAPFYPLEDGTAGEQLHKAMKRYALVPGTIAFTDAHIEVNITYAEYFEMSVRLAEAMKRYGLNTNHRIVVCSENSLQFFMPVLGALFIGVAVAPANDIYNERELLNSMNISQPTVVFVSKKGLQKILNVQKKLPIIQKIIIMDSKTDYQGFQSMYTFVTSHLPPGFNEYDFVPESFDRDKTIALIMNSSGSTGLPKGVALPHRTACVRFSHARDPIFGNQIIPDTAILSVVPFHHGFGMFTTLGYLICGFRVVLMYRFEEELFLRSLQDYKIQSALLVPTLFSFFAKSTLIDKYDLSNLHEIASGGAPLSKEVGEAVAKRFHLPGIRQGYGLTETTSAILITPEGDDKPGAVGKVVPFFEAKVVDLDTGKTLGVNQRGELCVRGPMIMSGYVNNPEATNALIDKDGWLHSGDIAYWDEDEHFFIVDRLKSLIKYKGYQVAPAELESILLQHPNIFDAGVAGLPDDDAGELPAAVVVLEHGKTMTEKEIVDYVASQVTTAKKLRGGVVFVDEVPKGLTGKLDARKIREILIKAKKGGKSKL
#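 Purified P. pyralis luciferase, 10 nM final, with Km-level 10 uM D-luciferin and 10 uM ATP in 50 mM Tris acetate pH 7.5, 10 mM Mg acetate, 0.01% Tween-20, 0.05% BSA; 6-point qHTS titration about 60 µM downward; luminescence read.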
# MBNL1 CUG block: inhibitors of human MBNL1 binding to CUG repeat RNA. Q9NR56. TR-FRET MBNL1-His/biotin-(CUG)12 binding, 665/545 ratio. Potency, µM (series often up to 57.5 µM), without a hit: top-dose activity change, negative = inhibition, hits mostly inhibitors. 0.036% of 280,000 active. AID 2675; active means well fitted inhibition curve with a large enough effect in the signal ratio, with a control signal flat, not every such curve was filed as active; inconclusive means small, poorly fitted or top-dose-only effect, or effect the other way, or a change in a side signal; inactive means no such curve, though single readings can be large or run the other way; the % refers to the signal ratio; further: potency means the concentration at half of the fitted maximal effect; on the % scale 0 is the no-effect control and ±100 the full control effect
#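 Ratiometric TR-FRET (665 over 545 nm, excitation 340 nm) tracks disruption of MBNL1-His/biotin-(CUG)12 complex after 60 min at room temperature, with compounds at 92 nM to 58 uM final.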
# Active calls of the source: *; ? = inconclusive; · = not tested or not shown; [ ] = dose if it differs, or a comment. Unless noted, the call rests on the fitted dose curve; in most records, active means well fitted curve in the direction sought with a large enough effect; inconclusive means small, poorly fitted or top-dose-only effect, or another doubt; inactive means no such curve, though single readings can be large; an effect the other way counts as inactive or inconclusive.
No.	SMILES	Mito fusion yeast	RORgamma inh	KCNH2 3.1 block	VP16 counter	Menin-MLL TR inh	PKM2 act
1	CCN(CC)C(=O)C(=O)c1ccn(-c2c(C)csc2C(=O)OC)c1	1%	12%	-11	-19%	-2%	-6%
2	Cc1ccccc1-c1nnc(-c2ccc(Cl)cc2)o1	1%	-32%	21	24%	-1%	19%
3	C=CCn1c(SCC(=O)Nc2ccc(Br)cc2)nc(O)c(CC)c1=O	-3%	?	36	?	26%	·
4	CC(C)CC(NC(N)=O)C(=O)OCC(=O)Nc1ccc(SC(F)F)cc1 (centres undefined)	0%	41%	5	-6%	15%	4%
5	CCCCn1c(N)c(N(CCOC)C(=O)c2cccc(S(=O)(=O)N(C)c3ccc(C)cc3)c2)c(=O)[nH]c1=O	1%	·	-30	·	·	·
6	O=C(NNS(=O)(=O)c1ccc(F)cc1)c1ccccc1O	3%	?	27	-19%	-20%	-6%
7	CC1(C)Cc2c(C#N)c(NCCO)nc(-c3ccco3)c2CO1	0%	-6%	12	5%	·	10%
8	Nc1nc(NCc2ccccc2)nc(-c2ccccc2)n1	-9%	?	4	-17%	19%	2%
9	O=C(NC1CCCCC1)c1ccc2c(=O)n(CC3CCCO3)c(=O)[nH]c2c1 (centres undefined)	-2%	-16%	26	-5%	-3%	-2%
10	CCOc1ccccc1Nc1cc(C)nc2nc(C)nn12	0%	-5%	7	3%	-2%	0%

No.	NPC1 prom act	Rab9 prom act	ELG1 repair inh	FLuc modulator	MBNL1 CUG block
1	-1%	-5%	10%	0%	-4%
2	?	4µM*	?	6.7µM*	-6%
3	-2%	-1%	9%	0%	2%
4	1%	15%	2%	?	-4%
5	2%	0%	8%	-2%	·
6	0%	0%	?	2%	-20%
7	1%	0%	?	2%	·
8	1%	2%	?	-9%	-6%
9	-1%	0%	?	0%	-4%
10	-6%	3%	12%	6%	-6%

# The list goes on.
No.	SMILES	Mito fusion yeast	RORgamma inh	KCNH2 3.1 block	VP16 counter	Menin-MLL TR inh	PKM2 act
11	CCOc1cc(/C=N/NC(=O)CNc2cccc(C)c2)ccc1OC(=O)c1ccccc1	1%	13%	-12	-4%	23%	3%
12	Cc1c(C(=O)N2CCOCC2)oc2c1C(=O)CC(C)(C)C2	3%	-7%	10	6%	22%	-1%
13	O=C(CCN1C(=O)C2C3C=CC(C4CC34)C2C1=O)Oc1cccc2cccnc12 (centres undefined)	-3%	2µM*	16	7.9µM*	7%	0%
14	CC(CNC(=O)CN1C(=O)NC2(CCCCC2C)C1=O)c1ccccc1 (centres undefined)	6%	·	-5	·	·	·
15	CCN(CC)C(=O)Cn1cc(S(=O)(=O)CC(=O)Nc2ccc3c(c2)OCCO3)c2ccccc21	-7%	14%	-1	27%	-1%	2%
16	O=C(Nc1ccccc1Cl)c1cccc(NC(=O)c2cccs2)c1	14%	27%	5	-1%	·	-1%
17	Cc1ccc(S(=O)(=O)N2[C@@H](c3ccc(Cl)cc3)C(C(=O)O)=CC[C@H]2c2ccc(Cl)c(Cl)c2)cc1	-13%	·	-10	·	·	·
18	Cc1ccc(-c2nnc3ccc(SCC(=O)NCc4ccco4)nn23)cc1	-4%	-31%	0	-1%	-1%	?
19	COc1ccc(CN2CCN(c3ccccn3)CC2)c(OC)c1	-1%	-27%	18	-1%	-4%	0%
20	COc1cccc(C(=O)NNC(=O)CCC(=O)O)c1	-1%	0%	13	-9%	·	0%

No.	NPC1 prom act	Rab9 prom act	ELG1 repair inh	FLuc modulator	MBNL1 CUG block
11	10%	3%	-13%	-4%	-1%
12	1%	11%	4%	4%	1%
13	0%	-5%	2%	2%	3%
14	2%	-6%	-2%	3%	·
15	26%	23%	?	?	-7%
16	-4%	-1%	?	?	-8%
17	-3%	1%	-20%	3%	·
18	0%	-7%	?	-2%	20%
19	-3%	-1%	-7%	1%	0%
20	-3%	-5%	-1%	6%	-10%

# (listing goes on)
No.	SMILES	Mito fusion yeast	RORgamma inh	KCNH2 3.1 block	VP16 counter	Menin-MLL TR inh	PKM2 act
21	CCc1ccccc1NC(=O)CN(C)C(=O)Cn1cc(C(F)(F)F)cc(Cl)c1=O	-3%	-8%	4	0%	0%	-6%
22	COc1cc([N+](=O)[O-])ccc1NC(=S)NCc1ccccn1	0%	?	-13	-26%	10%	3%
23	Cc1ccc(O)c(C(=O)c2cnc3c(c2)c(C)nn3-c2ccccc2)c1	?	19%	10	-3%	-16%	-3%
24	S=C(NCc1ccccc1)NCc1ccccc1	-3%	?	-9	-8%	3%	-4%
25	CCC(=O)Nc1cccc(C(=O)/C=C/c2ccccc2)c1	9%	16µM*	-13	?	74%[activator]	7%
26	CN1CCN(C(=S)SCC(=O)N2CCCc3ccccc32)CC1	-4%	7%	13	1%	-10%	2%
27	Cc1ccnc(N2CCC(C(=O)NNC(=O)c3ccccc3)CC2)n1	1%	-14%	-9	0%	-24%	5%
28	CCN(CC)S(=O)(=O)c1ccc(NC(=O)c2ccc(Sc3nncn3C)c([N+](=O)[O-])c2)cc1	0%	4%	-9	-4%	?	-5%
29	Oc1c(Br)cc(Br)cc1/C=N/c1nccs1	22%	·	8	·	·	·
30	O=C(COC(=O)/C=C/c1ccc2c(c1)OCO2)Nc1ccccc1	2%	17%	-20	-20%	10%	3%

No.	NPC1 prom act	Rab9 prom act	ELG1 repair inh	FLuc modulator	MBNL1 CUG block
21	-2%	-4%	4%	0%	-4%
22	7%	18%	13%	0%	?
23	-1%	1%	-15%	-1%	-13%
24	-3%	-2%	0%	-1%	-5%
25	-2%	6%	?	11µM*	-2%
26	-4%	-6%	2%	-1%	-9%
27	-1%	-11%	2%	-1%	0%
28	-4%	-12%	7%	4%	?
29	-3%	2%	-15%	-2%	·
30	-10%	4%	20%	21µM*	·

# Whole records, looked up by structure. Screens in order: Mito fusion yeast	RORgamma inh	KCNH2 3.1 block	VP16 counter	Menin-MLL TR inh	PKM2 act	NPC1 prom act	Rab9 prom act	ELG1 repair inh	FLuc modulator	MBNL1 CUG block
# Profile of S=C(NCc1ccccc1)NCc1ccccc1 → -3%	?	-9	-8%	3%	-4%	-3%	-2%	0%	-1%	-5%
# Profile of COc1cc([N+](=O)[O-])ccc1NC(=S)NCc1ccccn1 → 0%	?	-13	-26%	10%	3%	7%	18%	13%	0%	?

# Next part.
No.	SMILES	Mito fusion yeast	RORgamma inh	KCNH2 3.1 block	VP16 counter	Menin-MLL TR inh	PKM2 act
31	COC(=O)CC1COc2ccccc2N1C(=O)c1ccc(OC)cc1 (centres undefined)	6%	21%	0	5%	-10%	-7%
32	NC(=O)CCN1CCN(C(=O)c2ccc3nc(Cc4cccc(Cl)c4)oc3c2)CC1	0%	23%	0	3%	4%	10%
33	N#Cc1c(-c2ccccc2)nc(SCC(=O)N2c3ccccc3Sc3ccccc32)[nH]c1=O	6%	2%	-5	-18%	·	1%
34	COc1ccc2c(c1)[nH]c1c(=O)n(/N=C/c3ccc(OC)c(CN4CCCC4)c3)cnc12	-1%	18%	4	-10%	·	-3%
35	O=C(N/N=C/c1ccncc1)C1C2CCCCCCC21 (centres undefined)	29%	-3%	-4	10%	0%	4%
36	C=COCCCNc1ncnc2sc(-c3ccccc3)cc12	-16%	2%	4	?	51%[activator]	·
37	CC(OC(=O)c1cccc(S(=O)(=O)N2CCCCC2)c1)C(=O)NCC1CCCCC1 (centres undefined)	1%	·	-1	·	·	·
38	O=C1CC(c2ccccc2)NC(=O)N1 (centres undefined)	0%	-18%	7	-2%	14%	8%
39	CC12C=CC(=O)C=C1CCC1C3CCC(O)(C(=O)CO)C3(C)CC3OC312 (centres undefined)	-7%	-5%	6	-3%	-3%	0%
40	O=C(C1=C[C@@H](C2CC2)C[C@@H](OCCCCO)O1)N1CCOCC1	-3%	-16%	-6	0%	1%	-1%

No.	NPC1 prom act	Rab9 prom act	ELG1 repair inh	FLuc modulator	MBNL1 CUG block
31	-1%	-5%	-4%	1%	-5%
32	1%	1%	6%	4%	-2%
33	-3%	3%	-1%	4%	9%
34	-5%	2%	0%	-7%	-2%
35	0%	-8%	22%	?	27%
36	-13%	-10%[1.84 µM]	?	?	17%
37	-2%	-2%	-26%	-6%	·
38	-2%	-6%	5%	9%	-8%
39	0%	-6%	14%	5%	8%
40	0%	2%	?	2%	-10%

# Compound activity from PubChem BioAssay.

# A portion of the library; rates above refer to the full screens.
